Screening results (PubChem BioAssay)
ALOX12 inh: Primary qHTS assay for inhibitors of human arachidonate 12S-lipoxygenase (ALOX12): Round 2. 1.1% of 580,000 active. Potency, µM (highest dose often 108 µM), for inactives: at the top dose activity change, negative = inhibition, actives largely listed as inhibitors. purified 12hLO, xylenol orange hydroperoxide absorbance; also: potency is read from the fitted curve at half-maximal effect; % is scaled to controls: 0 for no effect and ±100 for the full control effect
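Hydroperoxide product was detected by ferrous iron/xylenol orange as the 573 to 405 nm absorbance ratio. Arachidonic acid at 40 uM (final) was turned over for 30 min at room temperature by 150 nM human 12hLO, pH 7.0 Hepes buffer, after 15 min compound preincubation.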
Pol kappa inh: qHTS for Inhibitors of Polymerase Kappa. Potency, µM (top dose mostly 107 µM), without a hit: top-dose activity, negative = inhibition, usual class: inhibitors. AID 588579, 2011. purified Pol kappa, fluorescent DNA synthesis assay, 10 min. 0.53% of 400,000 active. DNA polymerase kappa (Homo sapiens), Q9UBT6; also: potency is read from the fitted curve at half-maximal effect; % is scaled to controls: 0 for no effect and ±100 for the full control effect
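10 nM Pol kappa was preincubated with compounds for 15 min at room temperature. Reaction started with 50 nM (final) substrate. Fluorescence read kinetically at 0 and 10 min.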
ERG Ets-DNA blk: qHTS for Small Molecule Inhibitors of the ERG Ets/DNA interaction; Transcriptional regulator ERG (Homo sapiens), P11308; fluorescence polarization, His-ERG Ets domain / labelled DNA; Potency, µM (series often up to 76.9 µM), without a hit: top-dose FP activity, negative = inhibition, usual class: inhibitors; 0.028% of 370,000 active; active = well fitted inhibition curve with a large enough effect in the polarisation, with a control signal flat; inconclusive = small, poorly fitted or top-dose-only effect, or effect the other way, or a change in a side signal; inactive = no such curve, though single readings can be large or run the other way; the % refers to the polarisation;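 also: polarization taken with two DNA probes labelled with fluorescein and Texas red; potency is read from the fitted curve at half-maximal effect; % of control where 0% means no effect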
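His-tagged ERG Ets domain (1 uM in the protein solution; 300mM KCl, 50mM Tris-HCl, 1mM EDTA, 1mM DTT, pH 7.5) received compound, then a probe mix of 5 nM fluorescein-DNA and 100nM Texas-615-DNA. Fluorescence polarization was read for both dyes.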
POLH inh: qHTS for Inhibitors of Polymerase Eta; Potency, µM (highest dose often 114 µM), without a hit: top-dose activity change, negative = inhibition, most hits filed as inhibitors; AID 588591, 2011; DNA polymerase eta (Homo sapiens), Q9Y253; 1.2% of 390,000 active; recombinant Pol eta, fluorescent DNA replication assay; also: potency is read from the fitted curve at half-maximal effect; % is scaled to controls: 0 for no effect and ±100 for the full control effect
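Fluorescent replication assay: 50 nM final substrate added after a 15 min room-temperature compound preincubation with 10 nM enzyme. Signal taken at 0 min and again at 10 min.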
Pol beta inh: qHTS Assay for Inhibitors of DNA Polymerase Beta | P06746 | Pol beta primer extension/strand displacement, fluorescence kinetic | Potency, µM (doses to about 114 µM), inactives show at the top dose activity change, negative = inhibition, actives largely listed as inhibitors | 1.3% of 340,000 active | AID 485314, 2010; also: potency is read from the fitted curve at half-maximal effect; % is scaled to controls: 0 for no effect and ±100 for the full control effect
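Pol beta (10 nM) and compounds were preincubated 15 min at room temperature, then 50 nM substrate (final) started primer extension/strand displacement. Reads were taken at 0 and 10 min; concentration-response data were fitted to a four-parameter Hill equation.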
Apoferritin bind: qHTS Assay for Identification of Novel General Anesthetics; Ferritin light chain (Equus caballus), P02791; 0.074% of 350,000 active; Potency, µM (series often up to 77.5 µM), inactives show at the highest dose activity change, negative = displacement, hits mostly inhibitors; apoferritin/1-aminoanthracene competitive binding, fluorescence; also: potency is read from the fitted curve at half-maximal effect; % is scaled to controls: 0 for no effect and ±100 for the full control effect; nearly all actives have a fitted effect of over 20% in size
Target sequence (P02791 2-175 limits assumed): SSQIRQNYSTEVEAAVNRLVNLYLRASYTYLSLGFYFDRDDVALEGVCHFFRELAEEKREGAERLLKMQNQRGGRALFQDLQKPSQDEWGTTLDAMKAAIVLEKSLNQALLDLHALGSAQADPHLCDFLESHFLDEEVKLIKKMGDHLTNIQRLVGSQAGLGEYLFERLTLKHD
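Horse-spleen apoferritin (10 uM) in 50% saturated 1-aminoanthracene in PBS was incubated 10 min at room temperature with compound. Fluorescence (ex 380, em 535 nm) was normalized to free and bound 1-AMA, with concentration-response fitted by a four-parameter Hill equation.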
APEX1 inh: qHTS Assay for Inhibitors of the Human Apurinic/apyrimidinic Endonuclease 1 (APE1); DNA repair nuclease/redox regulator APEX1 (Homo sapiens), P27695; recombinant APE1, TAMRA/BHQ-2 abasic DNA cleavage fluorescence; Potency, µM (titrated, usually from 65.8 µM), inactives show at the top dose activity change, negative = inhibition, most hits filed as inhibitors; 0.35% of 350,000 active; AID 2517, 2012;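 also: potency is read from the fitted curve at half-maximal effect; plate controls were vehicle for no effect and reference inhibitor for full effect; nearly all actives have a fitted effect of over 55% in size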
Target sequence (P27695 whole entry, looked up): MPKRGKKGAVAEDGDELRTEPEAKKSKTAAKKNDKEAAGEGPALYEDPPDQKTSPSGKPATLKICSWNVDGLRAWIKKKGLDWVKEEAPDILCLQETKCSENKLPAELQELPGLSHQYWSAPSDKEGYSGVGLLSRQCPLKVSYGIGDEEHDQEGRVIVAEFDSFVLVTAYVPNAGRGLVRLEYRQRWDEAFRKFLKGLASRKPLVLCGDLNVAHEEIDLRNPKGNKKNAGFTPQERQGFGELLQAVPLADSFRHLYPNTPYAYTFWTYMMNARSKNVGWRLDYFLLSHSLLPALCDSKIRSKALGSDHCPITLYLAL
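Activity was derived from the fluorescence gain between first and third kinetic reads (60 s intervals, ex 525/em 598 nm) after 50 nM THF-abasic TAMRA/BHQ-2 duplex was added to 0.75 nM APE1 preincubated 15 min with compound.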
RGS4 inhibitor: Inhibitors of Regulator of G Protein Signaling (RGS) 4: qHTS. Transcreener GDP fluorescence polarization, RGS4-accelerated GTP hydrolysis. Potency, µM (doses to about 114 µM), without a hit: at the top dose activity change, negative = inhibition, usual class: inhibitors. 0.039% of 390,000 active; also: potency is read from the fitted curve at half-maximal effect; % is scaled to controls: 0 for no effect and ±100 for the full control effect; nearly all actives have a fitted effect of over 75% in size; some results filed as inactive show a strong effect at the top dose
Target sequence (P49798 whole entry, looked up): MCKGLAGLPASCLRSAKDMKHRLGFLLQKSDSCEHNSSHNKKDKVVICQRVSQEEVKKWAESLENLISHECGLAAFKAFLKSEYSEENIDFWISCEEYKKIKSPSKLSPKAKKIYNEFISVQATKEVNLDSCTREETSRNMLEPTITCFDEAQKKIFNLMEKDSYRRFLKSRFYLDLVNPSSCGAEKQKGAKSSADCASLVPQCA
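MLSMR compounds (23 nl, pin-transferred) preincubated 10 min at room temperature with a 500nM (2x) first reagent, then RGS4 at 900nM (2x) plus Transcreener GDP mix added; fluorescence polarization (620/688 nm) read before and after 90 min at 30 °C.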
LDHA block: qHTS assay for inhibitors of human lactate dehydrogenase; L-lactate dehydrogenase A chain (Homo sapiens), P00338; purified LDHA, NADH/diaphorase-resazurin fluorescence; stronger effect = lower value; activity change, % (values are at about 110 or 230 µM); 0.15% of 480,000 active; in the data active = activity change below about -30%; inconclusive = mostly about -25% to -30%;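 also: plate controls were DMSO wells for no effect and wells without enzyme for full effect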
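Resorufin fluorescence (ex540/em590), read at 0 and 20 min after diaphorase/resazurin addition, reports the NADH left after a 5 min room-temperature reaction of 2 nM human LDH5 with 0.06 mM NADH and 0.2 mM pyruvate.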
Numbers without * were called inactive; ? = inconclusive; · = no result given; & = joins results of further samples; [ ] = dose if it differs, or a comment. Unless noted, calls follow the shape of the dose curve; as a rule, active = well fitted curve in the direction sought with a large enough effect; inconclusive = small, poorly fitted or top-dose-only effect, or another doubt; inactive = no such curve, though single readings can be large; an effect the other way counts as inactive or inconclusive.

SMILES	ALOX12 inh	Pol kappa inh	ERG Ets-DNA blk	POLH inh	Pol beta inh	Apoferritin bind	APEX1 inh	RGS4 inhibitor	LDHA block
COc1c(O)cc2c(c1O)[C@@H]1O[C@H](CO)[C@@H](O)[C@H](O)C1OC2=O (stereo partly specified)	16.3%	3.6%	-8.0%	-20.9%	·	·	6.9%	-12.0%	2.4
O=C(O)/C=C/c1ccc(O)cc1	21.6%	-6.8%	2.9%	-12.6%	·	·	·	16.6%	-1.5
CCOC(=O)NNc1nncc2ccccc12	-13.4%	1.0%	-9.6%	-6.7%	·	11.5%	1.6%	-5.2%	1.1
CCCCOc1ccc(CC(=O)NO)cc1	?	-17.2%	-16.2%	-21.2%	5.0%	?	-3.1%	10.9%	-1.5&2.5
NCCNC(=O)c1ccc(Cl)cn1	1.4%[22.9 µM]	-3.3%[19.4 µM]	·	·	·	-9.5%	3.0%	·	·
COc1c(O)cc2c(c1O)[C@@H]1OC(CO)C(O)C(O)[C@H]1OC2=O (stereo partly specified)	-0.7%	-8.9%	7.5%	-4.3%	·	·	·	33.4%	-3.1
CCC(Sc1nc2ccccc2c2nc(CCn3cncc3C)nn12)C(=O)Nc1cccc(OC)c1 (stereo unspecified)	-3.4%	-3.5%[60.1 µM]	1.0%	-14.3%	50.1µM*	?	·	11.1%	-1.2
C/C=C(/C)C(=O)O[C@@H]1c2cc(OC)c(OC)c(OC)c2-c2c(cc3c(c2OC)OCO3)C[C@H](C)[C@]1(C)O	-8.3%	-6.7%	-4.4%	-12.9%	-1.7%	-8.0%	2.0%	-0.8%	-0.1
CC12CCC(=O)C=C1CCC1C2CCC2(C)C1CC[C@]2(O)C(=O)CO (stereo partly specified)	11.6%	-8.7%	-20.0%	-20.4%	1.2%	-2.2%	18.1%	-15.3%	-1.5
C[C@H]1c2cccc(O)c2C(O)=C2C(=O)[C@]3(O)C(O)=C(C(N)=O)C(=O)[C@@H](N(C)C)C3[C@@H](O)C21 (stereo partly specified)	-9.1%	-6.1%	-5.6%	-14.5%	·	·	-2.9%	-13.5%	41.0
CC(C)(CO)C(O)C(=O)NCCCO (stereo unspecified)	-8.2%	13.5%	-15.4%	-14.7%	·	·	3.9%	-18.2%	-0.8
CC(=O)O[C@H]1Cc2ccccc2N(C(N)=O)c2ccccc21	·	5.4%&16.5%[60.1 µM]	·	·	·	1.8%	-3.7%	19.6%[56.9 µM]	·
O=C(O)CNC(=O)c1ccccc1	-0.1%	-2.4%	-6.5%	0.5%	·	4.6%	18.9%&10.7%	-5.0%	-5.3
CC[C@]1(O)C[C@@H]2CN(CCc3c([nH]c4ccccc34)[C@@](C(=O)OC)(c3cc4c(cc3OC)N(C)[C@H]3[C@@](O)(C(=O)OC)[C@H](OC(C)=O)[C@]5(CC)C=CCN6CC[C@]43[C@@H]65)C2)C1	?	-28.5%	-15.5%	-21.9%	-1.6%	-12.4%	-4.4%&-5.3%	-5.4%	9.8
Nc1ncnc2nc[nH]c12	?	15.5%	-11.7%&-22.0%&2.7%	-9.9%&0.1%&-9.1%	33.5%	-3.0%&-4.5%	19.6%&1.2%&9.4%	-16.4%&14.0%&12.1%	-7.0&-2.2&-9.7

Some of these compounds in order of count of non-hydrogen atoms, smallest number first.
SMILES	ALOX12 inh	Pol kappa inh	ERG Ets-DNA blk	POLH inh	Pol beta inh	Apoferritin bind	APEX1 inh	RGS4 inhibitor	LDHA block
Nc1ncnc2nc[nH]c12	?	15.5%	-11.7%&-22.0%&2.7%	-9.9%&0.1%&-9.1%	33.5%	-3.0%&-4.5%	19.6%&1.2%&9.4%	-16.4%&14.0%&12.1%	-7.0&-2.2&-9.7
O=C(O)/C=C/c1ccc(O)cc1	21.6%	-6.8%	2.9%	-12.6%	·	·	·	16.6%	-1.5
CC(C)(CO)C(O)C(=O)NCCCO (stereo unspecified)	-8.2%	13.5%	-15.4%	-14.7%	·	·	3.9%	-18.2%	-0.8
COc1c(O)cc2c(c1O)[C@@H]1O[C@H](CO)[C@@H](O)[C@H](O)C1OC2=O (stereo partly specified)	16.3%	3.6%	-8.0%	-20.9%	·	·	6.9%	-12.0%	2.4
CC12CCC(=O)C=C1CCC1C2CCC2(C)C1CC[C@]2(O)C(=O)CO (stereo partly specified)	11.6%	-8.7%	-20.0%	-20.4%	1.2%	-2.2%	18.1%	-15.3%	-1.5

In another format: results already given.
The line under a structure holds: ALOX12 inh | Pol kappa inh | ERG Ets-DNA blk | POLH inh | Pol beta inh | Apoferritin bind | APEX1 inh | RGS4 inhibitor | LDHA block
C/C=C(/C)C(=O)O[C@@H]1c2cc(OC)c(OC)c(OC)c2-c2c(cc3c(c2OC)OCO3)C[C@H](C)[C@]1(C)O
→ -8.3% | -6.7% | -4.4% | -12.9% | -1.7% | -8.0% | 2.0% | -0.8% | -0.1
CC12CCC(=O)C=C1CCC1C2CCC2(C)C1CC[C@]2(O)C(=O)CO (stereo partly specified)
→ 11.6% | -8.7% | -20.0% | -20.4% | 1.2% | -2.2% | 18.1% | -15.3% | -1.5

Later entries
SMILES	ALOX12 inh	Pol kappa inh	ERG Ets-DNA blk	POLH inh	Pol beta inh	Apoferritin bind	APEX1 inh	RGS4 inhibitor	LDHA block
CCn1cc(C(=O)O)c(=O)c2cc(F)c(N3CCNCC3)nc21	9.9%	5.4%	0.5%	1.3%	·	-9.0%[29.3 µM]	-1.4%	0.5%	1.2
C[C@@H]1C[C@H]2[C@@H]3C[C@H](F)C4=CC(=O)C=C[C@]4(C)[C@@]3(F)[C@@H](O)C[C@]2(C)[C@@]1(O)C(=O)COC(=O)C(C)(C)C	-16.1%	10.2%	-13.3%	-16.0%	10.4%	-12.0%	-6.2%	-6.7%	-2.6
CNc1c2c(nn1C)CCCC2	0.0%	5.9%	13.5%&16.3%	-7.8%&-15.7%	2.2%&31.8%	-5.9%&-3.7%	53.2%&8.4%[activator]	0.1%&0.3%	1.4&-6.7
Cc1cc(C)cc(OCC2CNC(=O)O2)c1 (stereo unspecified)	8.8%	-1.0%[60.1 µM]	·	-13.7%	·	-0.7%	1.5%	·	-4.9
COc1ccc(/C=N/NC(=O)c2ccncc2)cc1OC	0.0%	-15.7%	14.0%	-5.1%	-2.4%	-3.0%	3.0%	7.6%	-4.4
CC1OC(CC(=O)O)CC2=C1C(=O)c1c(O)cccc1C2=O (stereo unspecified)	?	-31.7%	7.9%	25.1µM*	·	·	·	-135.0%	45.5
CN(C)CCOc1ccccc1Cc1ccccc1	-12.3%	-32.3%	-10.7%	-6.7%	-2.6%	-5.4%	-6.9%	3.9%	-2.2
COC(=O)C1=CO[C@@H](OC2OC(CO)C(O)C(O)C2O)[C@@H]2[C@@H](C)[C@@H](O)C[C@H]12 (stereo partly specified)	-3.2%	7.0%	-5.8%	-15.4%	·	·	·	6.9%	-3.7
COc1cc([C@H]2Oc3cc([C@H]4Oc5cc(O)cc(O)c5C(=O)[C@@H]4O)ccc3O[C@@H]2CO)ccc1O	?	0.2%	1.8%	-8.0%	23.1%	-19.5%	-9.4%&28.2%	-37.9%	-2.5
O=c1ccn([C@H]2C[C@H](O)[C@@H](CO)O2)c(=O)[nH]1	17.2%&16.7%	4.1%	5.3%	-5.7%	·	·	-1.7%	-4.6%	-5.4
CCOc1ccc(NC(=O)Cn2cc(C(=O)c3cccs3)c3ccccc32)cc1	3.3%	-24.7%	-0.6%	-10.7%	-10.4%	-7.4%	·	7.0%	0.5
Cc1ccnc(NC(c2cccc(O)c2)c2ccc3ccc(C)nc3c2O)c1 (stereo unspecified)	?	-14.1%	-0.1%	-1.8%	-0.1%	-16.8%	·	-29.3%	11.6

Some of the compounds tested; rates above refer to the full screens.
